Compound activity (PubChem)
AT treatment: potential ataxia-telangiectasia treatments restoring KAP-1 phosphorylation. […] A-T fibroblasts, KAP-1 phosphorylation AlphaLISA; neocarzinostatin DNA damage 30 min before lysis. Potency, µM (titrated, usually from 57.5 µM), without a hit: at the top dose activation, usual class: activators. hit rate 0.19% among 320,000. AID 485349; further: potency means the concentration at half of the fitted maximal effect; % of control where 0% means no effect; nearly all actives have a fitted effect of over 45% in size
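hTERT-immortalized A-T patient fibroblasts ([…]), 500 cells/well in OPTI-MEM, 1% FBS, got compounds for 60 min, then NCS for 30 min at 37C. Lysates were then assayed for phospho-KAP-1 by AlphaLISA (anti-pKAP1 donor, anti-KAP1 acceptor beads), 6 hr at 25C.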
ASM inhibitor: inhibitors of human secretory acid sphingomyelinase | placental ASM, HMU-PC fluorogenic substrate, 60 min | Potency, µM (series often up to 57.5 µM), for inactives: at the top dose activity change, negative = inhibition, hits mostly inhibitors | P17405 | hit rate 0.006% among 340,000; further: potency means the concentration at half of the fitted maximal effect
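Fluorogenic HMU-PC substrate (9 uM final) is turned over by placental ASM in 60 min at 37 C after a 10 min compound preincubation. Reaction ended by alkaline stop (pH 10), with fluorescence read at 386/447 nm.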
FBPA coupling cs: coupling enzyme interference in Giardia aldolase counter-screen; activity change, negative = inhibition, % at 58.2 µM, hits read low; coupling enzyme system counterscreen, AmpLite Red fluorescence; hit rate 0.67% among 290,000; in the data active means activity change below about -30%; further: on the % scale 0 is the no-effect control and ±100 the full control effect
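First, compound is pin-transferred into glyceraldehyde-3-phosphate coupling-enzyme reagent at 57.5 uM final and held 10 min at RT. Next, substrate, coupling system and AmpLite Red are added. After 20 min RT, fluorescence (525/598 nm) is read.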
KCNH2 WT inh: KCNH2 (human, wildtype) channel inhibition; Q12809; U2OS, BacMam KCNH2, thallium flux FluxOr; active compounds read low; activity change, % at 1.84 µM; hit rate 0.37% among 340,000; AID 720551;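 active means maximum activity change below -70%; inconclusive means maximum activity change between -70% and -50%; inactive means maximum activity change above -50%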; further: on the % scale 0 is the no-effect control and ±100 the full control effect
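U2OS cells transduced with wild-type KCNH2 virus are loaded with FluxOr dye for 45 min, and thallium flux is measured in kinetic reads before and after stimulation buffer. Rate constants are normalized to DMSO controls.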
KCNH2 3.1 inh: blocks the human KCNH2 3.1 channel isoform. U2OS KCNH2 3.1, thallium flux FluxOr; active compounds read low. activity change, % (tested at about 1.8 µM). AID 720553. hit rate 0.95% among 340,000;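 active means maximum activity change below -70%; inconclusive means maximum activity change from -70% to -50%; inactive means maximum activity change above -50%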;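 further: thallium influx rate constant from kinetic fluorescence after stimulation buffer; on the % scale 0 is the no-effect control and ±100 the full control effect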
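FluxOr-based Tl+ influx in U2OS cells transduced with KCNH2 3.1 virus; rate constants normalized to DMSO controls.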
CXXC DNA block: blocks binding of human MLL CXXC domain to DNA; Potency, µM (top dose mostly 115 µM), without a hit: at the top dose activity change, negative = inhibition, usual class: inhibitors; hit rate 0.037% among 290,000; MLL-CXXC / FITC-HOXA9 DNA fluorescence polarization; active means well fitted inhibition curve with a large enough effect in the polarisation, with a control signal flat, not every such curve was filed as active; inconclusive means small, poorly fitted or top-dose-only effect, or effect the other way, or a change in a side signal; inactive means no such curve, though single readings can be large or run the other way; the % refers to the polarisation; further: potency means the concentration at half of the fitted maximal effect
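Steps: dispense CXXC domain solution (7 uM) → pin compounds or unlabeled HOX-A9 DNA control → 5 min ambient → add FLSN-HOX-A9 solution (50 nM) → spin → 30 min ambient → fluorescence polarization. Tris pH 7.5/NaCl/DTT/BSA buffer.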
TRPV1 agonist: human TRPV1 agonism. activation, % at 8.33 µM. AID 540275. TRPV1-expressing cells, Fluo-8 calcium influx, agonist mode. hit rate 0.19% among 320,000; in the data active means activation above about 80%; inconclusive means between about 30% and that limit; further: 0% is about no effect
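Cells expressing TRPV1 were dye-loaded with Fluo-8 and read kinetically: 10 s baseline, 3 min after compound (agonist portion), then 2 min after EC20 capsaicin (allosteric enhancer portion). Calcium-bound dye fluorescence at 480/520 nm.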
MBNL1 CUG block: inhibitors of human MBNL1 binding to CUG repeat RNA; TR-FRET MBNL1-His/biotin-(CUG)12 binding, 665/545 ratio; Q9NR56; hit rate 0.036% among 280,000; Potency, µM (highest dose often 57.5 µM), without a hit: at the highest dose activity change, negative = inhibition, actives largely listed as inhibitors; AID 2675; active means well fitted inhibition curve with a large enough effect in the signal ratio, with a control signal flat, not every such curve was filed as active; inconclusive means small, poorly fitted or top-dose-only effect, or effect the other way, or a change in a side signal; inactive means no such curve, though single readings can be large or run the other way; the % refers to the signal ratio; further: potency means the concentration at half of the fitted maximal effect; on the % scale 0 is the no-effect control and ±100 the full control effect
Target sequence (Q9NR56 whole entry, looked up): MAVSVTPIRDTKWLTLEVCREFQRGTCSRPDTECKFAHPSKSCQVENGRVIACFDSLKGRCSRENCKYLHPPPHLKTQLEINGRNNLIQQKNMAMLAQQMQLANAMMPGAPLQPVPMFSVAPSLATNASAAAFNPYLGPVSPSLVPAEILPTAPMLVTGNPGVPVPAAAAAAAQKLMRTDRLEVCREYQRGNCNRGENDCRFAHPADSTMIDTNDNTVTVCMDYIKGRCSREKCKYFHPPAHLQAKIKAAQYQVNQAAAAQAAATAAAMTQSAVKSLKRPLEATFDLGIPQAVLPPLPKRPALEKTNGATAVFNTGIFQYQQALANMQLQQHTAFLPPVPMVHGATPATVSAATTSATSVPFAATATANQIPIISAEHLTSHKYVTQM
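MBNL1-His + Biotin-(CUG)12, cpd titration 92 nM–58 uM; Tb anti-His Ab 0.055 ng/ul, SA-XL665 5 nM (final); 60 min RT; ratiometric 665/545 nm, Ex 340 nm; normalized to buffer and full-complex controls.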
GALK inh: galactokinase (human) inhibition | Purified GALK, Kinase-Glo residual ATP luminescence | Potency, µM (series often up to 57.5 µM), without a hit: at the highest dose activity change, negative = inhibition, usual class: inhibitors | hit rate 0.007% among 270,000; further: potency means the concentration at half of the fitted maximal effect; on the % scale 0 is the no-effect control and ±100 the full control effect
Target sequence (P51570 whole entry, looked up): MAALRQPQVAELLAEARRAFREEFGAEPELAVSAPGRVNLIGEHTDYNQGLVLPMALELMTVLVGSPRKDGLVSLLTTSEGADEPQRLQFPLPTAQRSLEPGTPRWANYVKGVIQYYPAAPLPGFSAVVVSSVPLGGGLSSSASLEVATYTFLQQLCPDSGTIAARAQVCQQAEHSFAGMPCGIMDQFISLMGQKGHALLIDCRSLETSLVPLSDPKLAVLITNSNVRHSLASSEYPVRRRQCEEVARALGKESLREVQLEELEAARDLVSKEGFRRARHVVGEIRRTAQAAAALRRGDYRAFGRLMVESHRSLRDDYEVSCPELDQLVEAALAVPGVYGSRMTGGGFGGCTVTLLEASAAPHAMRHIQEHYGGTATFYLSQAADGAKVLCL
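5 nM enzyme, 35 uM ATP, 100 uM galactose, 20 mM HEPES pH8.0, 5 mM MgCl2; 1 h RT; residual ATP by Kinase-Glo Plus luminescence, qHTS format.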
a7 integrin act: activators of alpha7 integrin expression for muscular dystrophy. AID 624291. alpha7betagal myoblasts, beta-gal FDG fluorescence, 48 h. hit rate 0.064% among 350,000. Potency, µM (top dose mostly 38.3 µM), inactives show top-dose activation, actives largely listed as activators;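 further: potency means the concentration at half of the fitted maximal effect; 100% = response of the positive control SU9516; nearly all actives have a fitted effect of over 60% in size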
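Alpha7betagal+/- myoblasts (passage 13) were plated 16-24 hr, then exposed to compounds (1:260 dilution of DMSO stock) for 48 hours at 37C. After MPER lysis, β-galactosidase reporter activity was read as FDG fluorescence (ex 480/em 540) after 30 minutes.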
Active calls of the source: *; i = inactive; ? = inconclusive; · = not tested or not shown; [ ] = remark or other dose. Unless noted, the call rests on the fitted dose curve; in most records, active means well fitted curve in the direction sought with a large enough effect; inconclusive means small, poorly fitted or top-dose-only effect, or another doubt; inactive means no such curve, though single readings can be large; an effect the other way counts as inactive or inconclusive.

SMILES	AT treatment	ASM inhibitor	FBPA coupling cs	KCNH2 WT inh	KCNH2 3.1 inh	CXXC DNA block	TRPV1 agonist	MBNL1 CUG block	GALK inh	a7 integrin act
COC(=O)c1cc(C)sc1NC(=O)C1CC=CCC1C(=O)O (stereo not given)	-2%	1%	10	1	0	0%	-2	17%	0%	-28%[7.66 µM]
Cc1c(C(=O)NCc2ccccc2Cl)oc2c1C(=O)CCC2	·	·	-1	·	·	10%	8	-3%	-1%	·
CC(C)(C)NC(=O)CN(C(=O)CS(=O)CC(=O)Nc1ccc(F)cc1)c1ccc2c(c1)OCCO2 (stereo not given)	1%	2%	2	6	3	9%	-8	·	10%	1%
COc1ccccc1OP(=O)(O)Oc1ccccc1OC	-4%	5%	10	-18	12	1%	-1	3%	-1%	-34%
O=C(O)c1ccc(CSc2nnc(COc3ccc(Cl)cc3Cl)o2)cc1	9%	3%	16	-13	-7	-7%	0	-1%	2%	10%
O=C(Nc1ccc(Cl)cc1)c1ccc2c(=O)n3c(nc2c1)CCCCC3	18%	-23%	-3	10	-35	·	12	3%	·	0%
Clc1ccccc1Cn1nnc2ccccc21	0%	4%	3	6	11	6%	8	-5%	-1%	7%
C/C(=N\NC(=O)C(=O)Nc1cc(Cl)ccc1Cl)c1ccncc1	-2%	2%	-1	0	6	-3%	8	·	0%	17%
Cc1ccc(CNC(=O)c2csc3c2CCCCC3)cc1	2%	2%	14	8	0	1%	?	-2%	-5%	-12%
CC(OC(=O)CCN=C1NS(=O)(=O)c2ccccc21)C(=O)Nc1ccc(F)cc1Cl (stereo not given)	-1%	-3%	·	-2	13	·	-1	·	·	3%
CC1CC(C(F)(F)F)n2ncc(C(=O)O)c2N1 (stereo not given)	-8%	7%	-4	3	-2	1%	-3	-10%	-1%	21%
c1ccc2c(c1)nnn2Cc1nnc2sc(-c3ccncc3)nn12	5%	-2%	2	2	3	-1%	-1	-4%	1%	-3%
CC1CC(C)CN(S(=O)(=O)c2cc3c(cc2Cl)NC(=O)CO3)C1 (stereo not given)	-7%	0%	2	-1	-3	·	9	3%	·	4%
Cc1c(Cl)cnc(NC(=O)COC(=O)Cc2coc3ccc4ccccc4c23)c1Cl	10%	-7%	-1	-1	3	0%	1	7%	-2%	5%
Cc1cc(C)cc(N(CC(=O)NCC2CCCO2)C(=O)CCC(=O)Nc2nccs2)c1 (stereo not given)	9%	-1%	3	-8	-11	18%	1	4%	-2%	10%
COc1cc(C)c(Cl)cc1S(=O)(=O)NCc1ccco1	2%	-1%	-1	-17	-7	1%	14	9%	7%	-17%
Cn1nc(C(F)(F)F)c(-c2ccccc2)c1N	-1%	4%	0	5	-9	5%	1	0%	-1%	-9%
O=C(CN1CCN(C(=O)C2CCCO2)CC1)Nc1ccc(Cl)cc1 (stereo not given)	18%	3%	0	0	-1	-4%	-2	?	2%	-43%
COc1cccc(NC(=O)CNC(=O)Cn2cnc3sc4c(c3c2=O)CCCC4)c1	13%	-2%	3	-6	-11	-2%	-2	-3%	-1%	-39%
COC(=O)c1ccccc1NC(=O)Nc1cnccn1	-1%	-1%	-1	-2	-16	1%	1	6%	-1%	9%
Cc1cc(N2CCC(C)CC2)nc2cccc(O)c12	4%	12%	0	1	-2	5%	0	9%	3%	-15%
CCOC(=O)C1CCCN(C(=O)c2cc(CN3C(=O)c4ccccc4C3=O)ccc2OC)C1 (stereo not given)	2%	-2%	·	-4	-12	·	3	·	·	-5%
COc1ccc(/C=C/C(=O)Nc2ccccc2)cc1S(=O)(=O)N1CCOCC1	2%	-2%	0	-6	-3	-6%	10	·	-4%	28%
Oc1ccc2ccccc2c1-c1sc(Nc2ccccc2)n[n+]1-c1ccc(F)cc1	1%	-18%	-1	-1	10	?	6	8%	·	25%
CCCCOc1ccc(N=Cc2cccs2)cc1	1%	0%	4	-5	16	0%	-3	-9%	1%	?
COc1ccc(OCCn2c(=N)n(CCO)c3ccccc32)cc1	5%	1%	3	1	-11	1%	3	-11%	3%	5%
C=CCN=c1scc(-c2ccc(F)cc2)n1/N=C/c1ccccn1	-2%	-4%	-6	i	1	8%	3	9%	-1%	-54%[inhibitor]
CCCCN(CCCC)C1=Nc2ccccc2N/C1=C(/C#N)C(=O)OCC	12%	6%	-11	2	-17	-5%	?	?	-1%	-24%
CCCCN(C(=O)CCCc1nc2ccccc2s1)c1c(N)n(CC(C)C)c(=O)[nH]c1=O	8%	-2%	·	9	17	·	0	·	·	-22%
COc1cccc(CNC(=O)CSc2ccc(-c3ccccn3)nn2)c1	-3%	2%	1	12	2	13%	-1	-3%	7%	-37%

3 entries drawn at random from the list so far, as already listed:
SMILES	AT treatment	ASM inhibitor	FBPA coupling cs	KCNH2 WT inh	KCNH2 3.1 inh	CXXC DNA block	TRPV1 agonist	MBNL1 CUG block	GALK inh	a7 integrin act
COC(=O)c1ccccc1NC(=O)Nc1cnccn1	-1%	-1%	-1	-2	-16	1%	1	6%	-1%	9%
CCCCN(CCCC)C1=Nc2ccccc2N/C1=C(/C#N)C(=O)OCC	12%	6%	-11	2	-17	-5%	?	?	-1%	-24%
CCOC(=O)C1CCCN(C(=O)c2cc(CN3C(=O)c4ccccc4C3=O)ccc2OC)C1 (stereo not given)	2%	-2%	·	-4	-12	·	3	·	·	-5%

(next part)
SMILES	AT treatment	ASM inhibitor	FBPA coupling cs	KCNH2 WT inh	KCNH2 3.1 inh	CXXC DNA block	TRPV1 agonist	MBNL1 CUG block	GALK inh	a7 integrin act
CCN(CC)CCCNC(=O)c1sc2ncn(CC(=O)Nc3ccc(C)c(Cl)c3)c(=O)c2c1C	-1%	-13%	1	-35	-12	6%	-7	4%	1%	-67%[inhibitor]
Cc1ccccc1NC(=O)Nc1ccc(C(F)(F)F)cc1	0%	-5%	-1	-7	-24	-12%	?	0%	-1%	-26%
COc1ccc(CN2CCC(N3CCC(C(=O)N4CCOCC4)CC3)CC2)c(F)c1	-5%	3%	-2	12	2	-2%	-1	-6%	3%	-37%[inhibitor]
CCC1(C)Cc2ccccc2-c2nc3n(c(=O)c21)CC(C(=O)O)S3 (stereo not given)	-2%	1%	9	8	3	-5%	-2	2%	0%	1%
S=c1[nH]cnc2scc(-c3ccc(Cl)cc3)c12	6%	-1%	-1	-27	-7	-25%	-1	·	-1%	-39%
CCN1CCCC1CNC(=O)c1cc2cc(F)ccc2[nH]1 (stereo not given)	-10%	11%	-3	46	-17	?	6	1%	4%	-17%
CN1CCN(C(=O)CSc2nc(-c3cccs3)ccc2C#N)CC1	-4%	49%[activator]	-1	-4	-4	-7%	0	?	-1%	9%
CN(CC1CCOCC1)C(=O)CC1C(=O)NCCN1Cc1cccc(Oc2ccccc2)c1 (stereo not given)	3%	5%	1	-4	-5	-1%	-2	-6%	3%	-17%
O=S(=O)(c1ccc(Br)s1)N1CCN(c2ccccc2)CC1	3%	-1%	7	-6	-6	-7%	6	1%	3%	3%[7.66 µM]
CN(C)S(=O)(=O)N1CCCN(S(=O)(=O)N(C)C)CC1	10%	2%	2	-21	-2	-1%	-1	-3%	6%	-21%
CN(NC(=O)COc1ccccc1)C1=NS(=O)(=O)c2ccccc21	-2%	-2%	0	2	17	-4%	17	5%	1%	?
COc1cc(O)c2c(=O)c(-c3ccc(O[C@@H]4O[C@H](CO)[C@@H](O)[C@H](O)[C@H]4O)cc3)coc2c1	3%	-1%	1	-7	5	17%	-3	5%	·	-1%
Cn1c(N)c(C(=O)COC(=O)c2ccccn2)c(=O)n(C)c1=O	-6%	4%	1	-2	14	2%	1	-7%	0%	4%
CCOC(=O)C1=C(C)N=c2s/c(=C\c3ccc(C(=O)O)cc3)c(=O)n2C1c1ccc(F)cc1 (stereo not given)	-1%	-5%	10	12	-17	8%	2	-7%	-5%	11%

Among those listed so far, 3 contain a furan ring, fused or not.
SMILES	AT treatment	ASM inhibitor	FBPA coupling cs	KCNH2 WT inh	KCNH2 3.1 inh	CXXC DNA block	TRPV1 agonist	MBNL1 CUG block	GALK inh	a7 integrin act
Cc1c(C(=O)NCc2ccccc2Cl)oc2c1C(=O)CCC2	·	·	-1	·	·	10%	8	-3%	-1%	·
Cc1c(Cl)cnc(NC(=O)COC(=O)Cc2coc3ccc4ccccc4c23)c1Cl	10%	-7%	-1	-1	3	0%	1	7%	-2%	5%
COc1cc(C)c(Cl)cc1S(=O)(=O)NCc1ccco1	2%	-1%	-1	-17	-7	1%	14	9%	7%	-17%
